Rev-erbA mod: modulates human Rev-erb alpha binding to DNA; Rev-erbα–FITC-DNA binding, fluorescence polarization, 90 min; hit rate 0.79% among 370,000; P20393; activity, % at 10 µM;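 active = activity above about 14%, limit read from the data; passing the limit was not always enough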;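 also: 0% = DMSO wells with 35 nM protein and 100% = DMSO wells with 750 nM protein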
Target sequence (P20393 whole entry, looked up): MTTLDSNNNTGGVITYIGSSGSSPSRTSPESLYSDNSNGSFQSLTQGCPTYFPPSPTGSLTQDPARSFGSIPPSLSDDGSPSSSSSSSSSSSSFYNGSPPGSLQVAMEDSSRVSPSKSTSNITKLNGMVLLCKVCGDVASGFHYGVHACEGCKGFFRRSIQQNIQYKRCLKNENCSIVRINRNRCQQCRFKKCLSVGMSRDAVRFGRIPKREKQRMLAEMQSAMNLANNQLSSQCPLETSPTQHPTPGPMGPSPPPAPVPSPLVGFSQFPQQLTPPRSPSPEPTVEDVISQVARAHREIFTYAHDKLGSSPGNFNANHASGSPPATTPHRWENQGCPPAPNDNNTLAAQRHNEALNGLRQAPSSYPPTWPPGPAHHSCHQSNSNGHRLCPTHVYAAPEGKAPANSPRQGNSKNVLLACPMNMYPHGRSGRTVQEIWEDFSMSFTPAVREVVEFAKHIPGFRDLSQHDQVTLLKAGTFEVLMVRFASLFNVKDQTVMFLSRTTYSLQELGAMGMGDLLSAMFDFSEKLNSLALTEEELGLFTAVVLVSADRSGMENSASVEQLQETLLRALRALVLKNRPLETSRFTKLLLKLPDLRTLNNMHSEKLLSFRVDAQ
PLCg1 inh: PLC-gamma1 (human) inhibition, primary screen. P19174. inhibition, % at 12.2 µM. purified PLC-gamma1, fluorogenic substrate, fluorescence. hit rate 0.84% among 370,000; in the data active = inhibition above about 9.5%
DDE Tn6 FP inh: DD(E)-Tn6 binding inhibition, primary FP screen; Fibrin DD(E) TRITC-Tn6 fluorescence polarization displacement; hit rate 0.21% among 370,000; P02675; AID 720509; inhibition, % at 8.3 µM;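 active = inhibition above a per-campaign cutoff: mean of compounds within control limits plus 3 SD, cut at about 15% in these data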;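 also: 0% = median of all compound wells on the plate and 100% = blocking peptide control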
proKLK7 act: activates the human kallikrein-7 zymogen. P49862. hit rate 0.9% among 370,000. AID 652039. purified proKLK7, EDANS-DABCYL substrate fluorescence; 100% is mature enzyme control, 0% vehicle. activation, % at 7 µM;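 active = activation above the mean of all tested compounds plus 3 SD, computed per campaign excluding outliers beyond control limits, cut at about 13% in these data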
Target sequence (P49862 whole entry, looked up): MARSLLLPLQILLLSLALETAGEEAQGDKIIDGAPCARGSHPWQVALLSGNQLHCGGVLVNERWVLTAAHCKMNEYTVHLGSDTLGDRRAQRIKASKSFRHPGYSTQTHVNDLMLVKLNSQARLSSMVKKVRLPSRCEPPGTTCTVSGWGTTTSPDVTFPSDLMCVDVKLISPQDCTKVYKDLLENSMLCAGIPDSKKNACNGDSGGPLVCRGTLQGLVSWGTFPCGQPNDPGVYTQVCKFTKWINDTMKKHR
sPLA2-III inh: Inhibits HGIII-sPLA2 liposome hydrolysis, primary screen; hit rate 0.56% among 370,000; inhibition, % at 12.2 µM; Q9NZ20; QFRET BODIPY PC-A2 liposome hydrolysis, fluorescence;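 active = inhibition above mean plus 3 SD of compounds lying within the high and low control bounds, cut at about 19% in these data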;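 also: 0% = median of test compound wells and 100% = no enzyme DMSO wells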
UHRF1 binding: human UHRF1 methylated DNA binding inhibitors; inhibition, % at 4.4 µM; AID 687016; UHRF1 binding to methylated oligo, TR-FRET; hit rate 0.75% among 370,000; in the data active = inhibition above about 21%;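 also: UHRF1 SRA domain binding a hemimethylated CpG hairpin DNA probe; 0% = median of test compound wells and 100% = reference inhibitor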
PLC-beta3 inh: PLC-beta3 (human) inhibition, primary screen. Q01970. Purified PLC-beta3, fluorogenic substrate, fluorescence. inhibition, % at 12.2 µM. hit rate 0.18% among 370,000. AID 720704; in the data active = inhibition above about 11%;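 also: 0% = median of compound wells on plate and 100% = full blocker control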
ARFGAP1 inh: inhibitors of rat ARFGAP1 | inhibition, % at 16.5 µM | hit rate 0.26% among 360,000 | AID 651572 | Arfgap1-stimulated ARF1 GTP hydrolysis, GDP FP detection;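 active = inhibition above a per-plate limit, mean inhibition of low control wells plus 3 SD, cut at about 25% in these data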;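 also: 0% = DMSO wells with enzyme and 100% = wells lacking Arfgap1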
Target sequence (Q62848 1-136 limits assumed): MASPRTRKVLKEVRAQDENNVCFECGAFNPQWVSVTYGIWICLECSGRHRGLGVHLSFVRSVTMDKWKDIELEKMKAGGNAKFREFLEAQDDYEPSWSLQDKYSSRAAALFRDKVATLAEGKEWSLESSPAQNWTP
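Material: rat Arfgap1 catalytic domain, aa 1-136; also added: human ARF1(Δ1-17)-GTP substrate; compound dosing: one concentration, 16.5 µM, DMSO 1.26%; incubation: GTP hydrolysis reaction 2 h at 25 °C; measured by: Tracer-displacement fluorescence polarization with EDTA stop, 620/688 nm; evaluation: % inhibition from polarization; repeats: one replicate per compound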
ASAP1 GAP inh: inhibitors of human ASAP1 ArfGAP activity | AID 624377 | Q9ULH1 | hit rate 0.19% among 360,000 | ASAP1-stimulated ARF1 GTP hydrolysis, GDP FP detection | inhibition, % at 16.5 µM; in the data active = inhibition above about 25%;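 also: 0% = vehicle with enzyme and substrate and 100% = no enzyme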
Tn7 DDE FP: inhibitors of Tn7 peptide binding to human fibrin DD(E); P02675; FP displacement of FITC-Tn7 peptide from fibrin DD(E); 0% = median of compound wells per plate; inhibition, % at 8.3 µM; hit rate 0.13% among 370,000; AID 720508;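 active = inhibition above the mean of compounds falling within the control limits plus 3 SD of them, cut at about 14% in these data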;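 also: 0% = plate median of compound wells and 100% = 10 µM Aha-Tn7 peptide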
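Measure: % inhibition scaled between sample-field median and high-control FP; Test system: human fibrin DD(E); Quantity: 2 µM final DD(E) protein; Doses: one dose, 8.3 µM nominal; Schedule: compound with protein 10 min, then 3 h after probe, room temperature; Detection: fluorescence polarization; Medium: Tris buffer with calcium and detergent, pH 7.8.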
An asterisk follows results filed as active; i = inactive; . = no result given.

SMILES | Rev-erbA mod | PLCg1 inh | DDE Tn6 FP inh | proKLK7 act | sPLA2-III inh | UHRF1 binding | PLC-beta3 inh | ARFGAP1 inh | ASAP1 GAP inh | Tn7 DDE FP
CCN(CC)C(=O)Cn1cc(C(=O)C(=O)Nc2ccc3c(c2)OCCO3)c2ccccc21 | 7 | -2 | -3 | 0.8 | -5 | -2 | -11 | 11 | -2 | -10
O=C1N[C@@H](Cc2ccccc2)C(=O)N2[C@@H]1C[C@@]1(Br)c3ccccc3N(S(=O)(=O)c3ccccc3)[C@@H]21 | 0 | 2 | 8 | 0.3 | -4 | -3 | 3 | 0 | -10 | 4
Cc1c(C(=O)N2CCC(C)CC2)sc2ncn(CC(=O)N3CCC(C)CC3)c(=O)c12 | 0 | -2 | 1 | 0.4 | 2 | -3 | -10 | 13 | 3 | 0
Nc1nc(Cl)c(N)c(NCC2(CO)CC(CCc3ccccc3)C2)n1 (centres undefined) | -5 | -66 | -1 | -3.1 | 5 | -2 | -86 | -1 | -3 | 10
Cc1cc(SCc2ccccc2F)nc(=O)[nH]1 | 3 | -3 | 0 | 0.1 | 8 | 15 | -10 | 0 | -4 | 4
COC(=O)c1cc(NC(=O)c2ccco2)ccc1N1CCOCC1 | 8 | -1 | -4 | 0.4 | -2 | -1 | -7 | 3 | 0 | 1
COc1cccc(-c2cnc(C(O)c3c(C)ccc4ccccc34)[nH]2)c1 (centres undefined) | 2 | 2 | 4 | 0.0 | -5 | 0 | 2 | -4 | -6 | -2
CC1(C(=O)NS(=O)(=O)c2ccccc2Cl)CCN1C(=O)Cc1cccc2ccccc12 (centres undefined) | -9 | 7 | -3 | 0.0 | -3 | 3 | -2 | 4 | 9 | 5
CCOc1cc(C(=O)Nc2ccccc2N2CCOCC2)ccc1OCC(=O)N1CCCCC1 | 12 | -1 | 0 | 0.8 | 7 | 4 | -10 | 18 | 3 | 2
Cc1cccc(CN2C[C@]34CC[C@@H](C[C@@H]3S2(=O)=O)O4)c1 | -2 | -2 | -1 | -0.1 | 5 | 3 | 0 | 11 | 9 | 0
C=CCOC(=O)C1=C[C@@H](c2cn(C(C)=O)c3ccccc23)C[C@@H](OCCCCO)O1 | 10 | -14 | 2 | -0.5 | -5 | -1 | -17 | -7 | -15 | 2
Cn1ccc2c(-c3ccc(C(=O)O)cc3)cc3c(c21)C1CCC3O1 (centres undefined) | -1 | i | 3 | 79* | -10 | -1 | i | -14 | -13 | 0
CCN1CCN(c2ccc(S(=O)(=O)N3CCOCC3)cc2NC(=O)CC(NC(C)=O)c2ccccc2)CC1 (centres undefined) | -7 | -1 | 1 | 0.2 | 1 | 3 | -2 | 3 | -6 | -2
Cc1nc(OCC(C)C)c2sc3nc4c(cc3c2n1)COC(C)(C)C4 | -4 | -1 | 8 | 0.1 | 6 | 1 | -3 | 3 | -2 | 1
CC(C)c1ccc(N=C2NN=C(c3cccs3)CS2)cc1 | 2 | -3 | 0 | 0.2 | -10 | -5 | -14 | -3 | -2 | -6
CC(=O)c1c(C)[nH]c(C(=O)Nc2ccc3c(c2)OCCO3)c1C | -4 | 0 | 1 | 0.6 | 5 | 1 | -2 | 1 | 6 | 6
N#Cc1ccccc1NC(=O)COC(=O)/C=C/c1ccc(S(=O)(=O)N2CCOCC2)cc1 | -2 | -1 | -2 | -0.2 | -6 | 0 | -3 | 1 | 16 | -11
CC(C)N(c1cc(=O)nc2ccccn12)C(C)C | -5 | -5 | -1 | -0.8 | 2 | 0 | 0 | -13 | -10 | 4
Cc1ccc2[nH]c3c(=S)nc[nH]c3c2c1 | -4 | -11 | 2 | 1.1 | 9 | -11 | -12 | -3 | 8 | -5
O=C(NCCC1=CCCCC1)C1COc2ccccc2O1 (centres undefined) | 1 | 1 | 1 | -0.1 | 2 | -1 | 0 | 1 | 5 | 5
COc1ccc(S(=O)(=O)Cc2ccc(C(=O)NCc3cccnc3)o2)cc1 | 2 | -2 | 4 | 0.3 | 0 | 1 | 1 | -3 | -6 | 6
O=S(=O)(c1ccc(Cl)s1)N1CCC(c2nc3ccccc3o2)CC1 | -2 | 0 | 2 | 0.7 | 1 | 2 | -1 | . | . | -2
O=C(Nc1ccccc1F)c1ccc2c(c1)OCO2 | 3 | 4 | -1 | 0.0 | 13 | 2 | 2 | 2 | 6 | -5
NCCCNC(=O)c1cc2ccccc2[nH]1 | 3 | -1 | 0 | 0.2 | 0 | -2 | 0 | 10 | -7 | 4
CC(Oc1ccc2c(c1)oc(=O)c1ccccc12)C(=O)NCC1CCC(C(=O)O)CC1 (centres undefined) | -2 | -227 | 4 | -15 | -2 | 0 | -293 | -1 | 1 | -9
COc1cc(NC(=S)NCc2ccco2)cc(OC)c1OC | 5 | 5 | -2 | 0.2 | 15 | 3 | -3 | 9 | 8 | 2
CCOC(=O)c1oc2c(O)c(O)ccc2c(=O)c1-c1nncn1-c1ccccc1 | 4 | 1 | -6 | 1.1 | 2 | 9 | -2 | 7 | 13 | 3
O=C(NC1CCN(c2ncccn2)CC1)c1ccccc1F | -2 | -17 | -4 | -0.4 | 5 | 2 | -29 | -6 | -5 | 3
CC(C)OC(=O)CC1C(=O)NCCN1C(=S)NC(=O)c1ccc(F)cc1 (centres undefined) | -1 | 0 | 3 | 0.5 | 5 | -4 | 1 | 3 | 4 | -5
Cc1ccc(CNC(=O)c2ccc(CS(=O)Cc3ccccc3Cl)o2)cc1 (centres undefined) | 10 | -4 | -11 | 0.1 | 2 | 2 | -8 | 13 | 14 | 4
COc1cccc(NC(=O)Nc2nnc(Cc3ccccc3F)s2)c1 | 0 | 0 | 1 | -0.5 | -9 | -1 | -2 | -9 | 7 | 2
O=C(NCc1cccc(C(F)(F)F)c1)N1CCN(S(=O)(=O)c2ccccc2F)CC1 | -3 | 1 | -3 | 0.0 | -6 | -1 | -5 | 0 | -8 | -3
CN1CCN(S(=O)(=O)c2ccc(N(C)Cc3ccc(C(F)(F)F)cc3)c([N+](=O)[O-])c2)CC1 | 4 | 4 | -7 | 0.1 | -14 | 2 | -5 | -5 | 8 | 4
COc1cccc2c(SCC(=O)N/N=C/c3ccccc3)cc(C)nc12 | 3 | -83 | -2 | -0.1 | -21 | -7 | -99 | 5 | -6 | -1
COc1ccc(NC(=O)Nc2ccc3c(c2)CC(=O)N([C@H](C)CO)C[C@H](C)[C@H](CN(C)Cc2ccc(C(=O)O)cc2)O3)cc1 | 1 | 3 | -4 | -0.6 | -19 | 4 | 4 | 5 | -8 | -3
CCN(CC)C(=O)C1=C(C)N(CCCN2CCCC2=O)C(=O)C(CC(=O)NC2CC2)C1 (centres undefined) | 3 | -1 | 2 | -0.2 | 9 | 2 | 2 | -6 | 3 | -3
Cc1ccc2cn[nH]c2c1N | 3 | -7 | 5 | 0.4 | 7 | 1 | -10 | 0 | -9 | 6
COc1ccc(C(=O)N2CCC(C(=O)O)CC2)cc1 | 6 | 2 | 4 | -0.3 | 12 | 2 | 4 | -5 | -4 | -2
CC(=O)c1ccc(NC(=S)N2CCN(CCN3C(=O)c4cccc5cccc(c45)C3=O)CC2)cc1 | -32 | -4 | 4 | -0.1 | 3 | 2 | 5 | 9 | -3 | 3
CC(/C=N/NC(=O)c1ccccc1C)=C\c1ccccc1 | 2 | -7 | 5 | 0.1 | -3 | 0 | -5 | -2 | -8 | 0
O=C(OCCN1CCCCC1)c1ccccc1Cl | 2 | 4 | -1 | 0.2 | -2 | 0 | -1 | 8 | 2 | -4
CCN(CC(=O)Nc1c(F)cccc1F)C(=O)c1ccc(N2CCCC2=O)cc1 | -5 | 0 | 4 | 0.1 | 6 | -3 | -2 | 0 | 11 | 2
CCC(=O)c1cn(CC(=O)NCc2ccco2)c2ccccc12 | 10 | 10.0* | 3 | 0.1 | 6 | 3 | 2 | 0 | 5 | -9
O=C(Nc1cccc(C(=O)NC2CC2)c1)c1ccccc1 | 6 | 3 | 3 | -0.5 | 4 | -1 | 3 | 0 | -8 | 0
N#CC1=C(N)Oc2n[nH]c(-c3ccc(F)cc3)c2C1c1cccnc1 (centres undefined) | 0 | -1 | 4 | -0.5 | -17 | -10 | -5 | -2 | 12 | 1
CC1=NS(=O)(=O)c2cc(Cl)ccc2N1 | 3 | -1 | 3 | -0.1 | -8 | -1 | 2 | -4 | 0 | 8
CC(C)c1ccc(NC(=O)CNC(=O)Cn2cnc3ccccc3c2=O)cc1 | -9 | 1 | 1 | -0.7 | 3 | 2 | 0 | 1 | 7 | -2
CC(NC(=O)COC(=O)CC(c1ccccc1)c1ccccc1)c1ccccc1 (centres undefined) | 1 | -1 | 10 | 0.3 | -19 | -1 | 1 | -1 | -7 | 7
Cc1ccc(-n2c(C)nnc2SCC(=O)N2CCc3ccccc3C2)cc1 | 3 | 2 | 5 | 0.2 | -7 | 0 | 3 | 4 | 11 | -6
Cc1c(-c2ccnc3cc(C(=O)O)nn23)cnn1C | -5 | i | -2 | 8.5 | -2 | -5 | i | -1 | -5 | 6
CCCCN(C)C(=O)Cn1cnc2sc(C)c(S(=O)(=O)N3CCN(c4ccccc4OC)CC3)c2c1=O | -3 | 3 | -6 | 0.0 | 1 | 0 | -4 | 6 | -7 | -2
CCOC(=O)C1C(C(C)=O)=C(c2ccccc2)c2ccccc2N1S(=O)(=O)C(F)(F)F (centres undefined) | 0 | -3 | 6 | 0.1 | 0 | -2 | -3 | 2 | -5 | 2
COc1ccc(CCNC(=O)c2cn(C)c3ccc(S(=O)(=O)N4CCOCC4)cc3c2=O)cc1OC | -3 | 3 | 6 | -1.6 | -5 | 4 | -6 | -4 | -3 | 3
Cc1ccc(C2CC(c3cccs3)=NN2C(=O)c2ccco2)o1 (centres undefined) | 7 | -42 | 10 | 0.1 | -18 | 11 | -50 | -7 | 20 | -1

Taken from above (five entries):
SMILES | Rev-erbA mod | PLCg1 inh | DDE Tn6 FP inh | proKLK7 act | sPLA2-III inh | UHRF1 binding | PLC-beta3 inh | ARFGAP1 inh | ASAP1 GAP inh | Tn7 DDE FP
O=C(Nc1cccc(C(=O)NC2CC2)c1)c1ccccc1 | 6 | 3 | 3 | -0.5 | 4 | -1 | 3 | 0 | -8 | 0
N#CC1=C(N)Oc2n[nH]c(-c3ccc(F)cc3)c2C1c1cccnc1 (centres undefined) | 0 | -1 | 4 | -0.5 | -17 | -10 | -5 | -2 | 12 | 1
CC1=NS(=O)(=O)c2cc(Cl)ccc2N1 | 3 | -1 | 3 | -0.1 | -8 | -1 | 2 | -4 | 0 | 8
CC(C)c1ccc(NC(=O)CNC(=O)Cn2cnc3ccccc3c2=O)cc1 | -9 | 1 | 1 | -0.7 | 3 | 2 | 0 | 1 | 7 | -2
CC(NC(=O)COC(=O)CC(c1ccccc1)c1ccccc1)c1ccccc1 (centres undefined) | 1 | -1 | 10 | 0.3 | -19 | -1 | 1 | -1 | -7 | 7

Screening results: PubChem, several laboratories
